Source: PubChem BioAssay
Cdc25B block – inhibitors of human Cdc25B phosphatase; P30305; AID 368; recombinant Cdc25B, OMFP fluorescence Ex485/Em525; inhibition, %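 (compounds tested at 10 µM final in the well)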; hit rate 0.1% among 65,000; in the data active means inhibition above about 50%
AP ELISA ortho – alternative pathway complement inhibition, orthogonal assay; Human serum alternative complement pathway, LPS-coated ELISA, C3 deposition; tested in compound mixtures; AID 1235; hit rate 0.08% among 62,000; inhibition, % at 5 µM;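 active means inhibition above 30% in each of the two pooled mixtures holding the compound, so the lower value exceeds 30%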;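 further: 0% = serum in Mg-EGTA without compound and 100% = EDTA serum blank; some compounds past the cut are filed as inactive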
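Test system: human serum complement alternative pathway, C3 deposition onto LPS / Medium: Mg2+-EGTA GVB++ buffer containing human serum at 1:15 dilution / Probe or stimulus: Plate-bound LPS / Times: 1 h at 37 °C / Signal: ELISA with HRP anti-human C3 antibody, TMB substrate, absorbance 450 nm / Measure: percent inhibition / Repeats: two pool placements per compound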
FXIIa inh mix – blocks human factor XIIa in pooled compound mixtures; hit rate 0.2% among 62,000; P00748; inhibition, % at 5 µM; purified FXIIa, fluorogenic substrate; AID 684;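 further: 0% = enzyme without compound and 100% = no enzyme blank; some results filed as inactive read as strong as hits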
JNK3 inh – inhibitors of human JNK3 kinase; P53779; hit rate 0.61% among 60,000; purified JNK3 kinase activity, HTS; inhibition, % at 8 µM; in the data active means inhibition above about 17%;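 further: 0% = DMSO and 100% = reference inhibitor; many of its hits are not listed in these tables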
FXIa mix inh – factor XIa (human) inhibition, mixture screen | P03951 | purified FXIa, fluorogenic substrate, pooled mixtures | hit rate 0.19% among 62,000 | AID 680 | inhibition, % at 5 µM;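 further: each value is inhibition by a whole ten-compound pool holding the compound; 0% = enzyme with no mixture and 100% = wells lacking enzyme; strong numbers were not always called active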
Target sequence (P03951 19-387 limits assumed): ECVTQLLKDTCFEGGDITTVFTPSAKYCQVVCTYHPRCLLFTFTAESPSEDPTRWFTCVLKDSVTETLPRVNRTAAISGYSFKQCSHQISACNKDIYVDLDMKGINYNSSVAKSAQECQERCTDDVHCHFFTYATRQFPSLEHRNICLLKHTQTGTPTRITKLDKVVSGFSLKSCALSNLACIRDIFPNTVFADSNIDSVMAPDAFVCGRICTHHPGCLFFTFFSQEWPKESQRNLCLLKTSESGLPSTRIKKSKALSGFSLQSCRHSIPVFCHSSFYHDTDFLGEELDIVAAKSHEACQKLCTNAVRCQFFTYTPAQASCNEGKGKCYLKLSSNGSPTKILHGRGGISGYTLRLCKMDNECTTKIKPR
Target sequence (P03951 388-625 limits assumed): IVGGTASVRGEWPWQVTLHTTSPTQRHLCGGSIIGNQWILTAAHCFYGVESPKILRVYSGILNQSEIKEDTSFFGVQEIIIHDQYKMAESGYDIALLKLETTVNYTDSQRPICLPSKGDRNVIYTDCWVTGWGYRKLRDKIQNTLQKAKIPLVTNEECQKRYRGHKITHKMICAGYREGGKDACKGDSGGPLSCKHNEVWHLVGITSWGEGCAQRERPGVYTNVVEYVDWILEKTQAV
A340 absorber – absorbance at 340 nm; compound absorbance at 340 nm, fold over control; fold change at 10 µM; 65,000 tested, under 10 active; AID 708;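 active means at 10 µM dose, initial 340 nm absorbance at least 2 fold that of control wells; inactive means change under 2 fold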;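 further: initial absorbance extrapolated from kinetic A340 decline of NADH oxidation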
MMP13 inh – MMP13 (human) collagenase inhibition; P45452; MMP-13 fTHP FRET cleavage, Mca fluorescence; inhibition, % at 4 µM; hit rate 0.07% among 65,000;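 active means inhibition above the mean of compound-free control plate wells plus 3 SD, cut at about 14% in these data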;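 further: 0% = DMSO wells and 100% = wells with reference MMP-13 inhibitor after basal subtraction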
MKP-1 inh – inhibitors of human MKP-1 phosphatase; recombinant MKP-1, OMFP hydrolysis fluorescence; hit rate 0.15% among 65,000; inhibition, %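 (compounds tested at a single concentration somewhere between 10 and 100 µM)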; P28562;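 active means inhibition above about 50%, limit read from the data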;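 further: 0% = DMSO max control wells and 100% = wells with enzyme stopped by NaOH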
Hsp90 inh – displaces geldanamycin probe from tumor Hsp90; NCI-N417 lysate Hsp90, Cy3B-geldanamycin FP displacement; inhibition, % at 30 µM; hit rate 0.35% among 64,000; AID 429;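 active means inhibition above 50%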;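 further: 0% = tracer plus lysate wells and 100% = tracer alone without lysate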
The depositor's hits bear a star; . = no result given; [ ] = remark or other dose. Unless noted, no stated cut-off is given here; in the data, active means inhibition above about 20% (passing the limit was not always enough); inactive means the rest. Outcome played no part in choosing rows, and some 1.5% of all compounds hit somewhere here.

Values run as follows: FXIa mix inh	AP ELISA ortho	A340 absorber	Hsp90 inh	JNK3 inh	Cdc25B block	MKP-1 inh	FXIIa inh mix	MMP13 inh
> COc1ccc(CCNC(=O)CN(C)S(=O)(=O)c2cccs2)cc1OC
  10.5	2.3	1.05	-0.8	.	-11.0	3.5	7.3	4.4
> Cc1ccc(-c2nc3cccnc3o2)cc1NC(=O)COc1ccc(Cl)cc1C
  4.6	2.1	1.07	-1.7	2.5	0.5	13.9	4.0	-2.7
> COc1nc(NC(C)=O)nc(C)c1Br
  -3.8	-0.1	1.04	.	.	.	.	0.2	7.3
> Cc1nn(C)cc1CNC(=O)c1cnn2c(C(F)F)cc(C3CC3)nc12
  11.0	11.9	1.06	0.8	33.5*	5.8	1.7	-14.3	-0.7
> Cc1cnn(Cc2ccccc2)c1N
  5.1	5.6	0.99	-0.1	-3.6	12.1	-5.7	-0.2	-11.5
> CCCSCCCNC(=O)Cn1cc2c(n1)CCCCC2
  5.0	4.7	1.07	-3.4	-3.7	-4.0	-1.7	-0.4	-3.2
> CCCCc1n[nH]c2c1/C(=N/O)CC(c1ccccc1)C2 (stereo not given)
  5.6	17.0	1.04	.	.	-12.2	-4.1	5.3	0.7
> CC(=O)n1cc(C2C(=O)CCCC2=O)c2ccccc21
  13.4	-12.2	1.02	-0.8	-11.8	6.0	-9.3	5.9	-1.3
> Cc1ccc(CNC(=O)CN2CCN(Cc3ccc(Cl)cc3)C2=O)cc1
  8.2	9.4	1.05	1.6	.	2.0	25.3	2.8	3.2
> Cc1ccccc1Cn1nnc(-c2cccc(C(=O)O)c2)n1
  -16.5	15.5	1.07	-6.0	-7.8	3.1	10.9	-20.0	5.0
> Cn1c(C(=O)NC2CCCCCC2)cc2c(=O)n(C)c3ccccc3c21
  10.5	11.1	1.03	-3.4	0.6	4.1	36.4	2.8	-0.5
> Cc1cc(NS(=O)(=O)c2ccc(NC(=O)CCCOc3ccc(Cl)cc3)cc2)no1
  .	.	0.98	-3.3	7.8	4.3	32.8	.	-1.3
> COc1ccccc1Cc1noc(C(C)(C)NC(=O)c2ccccc2)n1
  5.5	5.0	0.97	-0.4	5.5	-1.3	-12.5	6.5	-4.8
> O=C1OC(c2ccc(O)cc2)(c2ccc(O)cc2)c2ccccc21
  11.6	8.6	0.99	-5.9	2.3	-12.7	-20.5	11.3	-8.4
> COc1ccc(C2C(C(C)=O)=C(O)C(=O)N2CCc2ccccc2)c(OC)c1 (stereo not given)
  5.1	30.7	1.09	0.1	2.6	-4.5	-18.1	7.3	0.7
> O=C(Cn1ncc2ccccc21)N1CCN(c2cccc(C(F)(F)F)c2)CC1
  1.7	-7.1	0.97	-4.2	-18.0	-6.4	8.9	9.6	5.0
> CC(=NCC1CCNCC1)C1=C(O)CC(C)(C)CC1=O
  5.4	11.7	1.01	0.7	-5.4	-8.0	-9.9	3.0	2.0
> O=C(Cn1nc(Cc2ccncc2)c2ccccc2c1=O)N1CCc2ccccc2C1
  -1.9	1.2	1	-1.9	-3.2	-3.8	0.5	-16.1	-0.2
> COc1ccc(C)cc1NC(=O)CN1C(=O)c2ccccc2S1(=O)=O
  9.0	6.3	1.04	0.4	1.5	-3.8	-4.3	11.5	0.0
> O=C(Nc1ccccc1)NC1CS(=O)(=O)CC1O (stereo not given)
  8.1	-0.2	1.06	-0.2	2.4	-2.1	-17.5	9.9	-1.3
> COC(=O)[C@H]1C2CCC(C(=O)OC)(CC2)[C@H]1C(=O)OC
  4.2	16.9	0.99	-3.5	3.7	-45.5	-15.3	1.0	-2.3
> O=C(Nc1ccc(Cl)cc1)N(Cc1cccnc1)Cc1ccco1
  13.2	-3.0	1	0.8	-4.7	-2.7	9.4	0.8	6.4
> CC1(C)CNC(=O)c2sc(NC(=O)CN3CCOCC3)nc2C1
  6.1	3.0	1.09	-3.5	-1.5	-7.7	-8.6	1.4	7.0
> Cc1cc(-n2c(C)cc(C(=O)CN3C(=O)NC4(CCCCC4)C3=O)c2C)no1
  .	.	1	-5.2	6.1	-7.8	26.8	.	5.8
> Brc1ccc(-c2csc(/N=C/N3CCOCC3)n2)cc1
  1.4	-1.0	1.02	0.2	4.0	-8.2	3.4	5.0	-2.8
> Cc1cccc(C)c1OCC(=O)Nc1cccc(-c2nnc(-c3ccccc3)o2)c1
  3.7	-2.0	1.01	-4.5	-7.0	11.8	-22.3	8.0	1.5
> CCn1c2c(c3cc(Cl)ccc31)CCCC2=O
  6.6	8.9	1.04	-0.3	2.6	-4.8	4.5	6.1	-3.8
> COc1cccc(C2=NO[C@@H]3C(=O)N(Cc4ccccc4)C(=O)[C@H]23)c1OC
  6.6	9.4	1.02	-6.3	-1.2	7.0	-16.5	3.6	4.8
> Cc1cc(N2CCN(c3ccccc3)CC2)nc(NCc2ccccc2)n1
  11.2	4.7	1	-1.4	-2.7	-2.6	-7.0	-21.5	0.0
> c1ccc(-c2ccc(OCCCn3cncn3)cc2)cc1
  0.5	19.5	1.04	0.6	0.3	-14.4	-7.5	1.6	3.8
> O=C(c1oc2ccccc2c1CSCc1ccccc1)N1CCN(c2ncccn2)CC1
  -2.0	-3.3	1.02	-0.1	-1.4	-15.2	4.9	-15.7	8.2
> Cc1ccc(-c2noc(CCC(=O)NCCCN3CCN(c4ccc(F)cc4)CC3)n2)cc1
  10.3	4.1	0.98	-4.4	-0.7	-30.9	23.9	5.8	2.2
> OC(C#CCN1CCCCC1)c1ccccc1 (stereo not given)
  5.7	10.3	1.06	1.5	0.5	-3.5	6.0	8.2	-3.8
> O=C(CCSc1nc(-c2ccco2)cc(C(F)(F)F)n1)Nc1ccc2c(c1)OCO2
  16.8	-6.4	1.02	30.1	-2.9	5.7	10.5	0.5	5.1
> CC(C(=O)N1CCOCC1)N1c2cccc3cccc(c23)S1(=O)=O (stereo not given)
  1.0	18.8	1	-6.9	-0.4	5.1	-6.2	4.0	-7.3
> O=C(c1ccc(F)cc1)N1CCN(C2CC3CCC2C3)CC1 (stereo not given)
  -1.7	6.3	0.96	-0.8	3.3	-5.1	-0.3	1.8	1.6
> CCc1ccc(S(=O)(=O)NCc2cn3c(C)csc3n2)s1
  -3.8	15.9	1.07	-6.1	4.5	-46.4	-2.4	-16.9	3.8
> O=C(NCc1ccco1)C(c1ccco1)N(C(=O)Cn1nnc2ccccc21)c1ccc2c(c1)CCC2 (stereo not given)
  3.9	5.5	0.99	-5.1	0.0	-6.3	16.0	5.6	-0.1
> CC(NC(=O)C1CCC1)c1ccccc1 (stereo not given)
  6.5	0.9	1.04	3.2	4.2	5.2	-12.6	-2.1	-0.7
> COCCN(C(=O)CN1CCc2ccccc2C1)c1c(N)n(Cc2ccccc2)c(=O)[nH]c1=O
  8.9	8.9	1.01	-3.0	-3.6	3.9	24.5	6.8	-2.9
> COC(=O)C(O)(CC(=O)Nc1ccc(OC(F)(F)F)cc1)C(F)(F)F (stereo not given)
  4.9	12.0	1.04	1.7	4.4	0.9	4.0	2.6	2.4
> CCSc1nnc(NC(=O)CSc2ncccn2)s1
  1.1	3.6	0.99	-3.4	-7.6	-5.1	-2.2	1.1	1.5
> CC1CCCC(NC(=O)CSc2nnnn2C)C1C (stereo not given)
  2.0	21.2	0.98	.	.	-5.5	9.1	1.5	0.7
> COc1ccc2nc3oc(C(=O)NCc4cccs4)cc3cc2c1
  -6.0	2.5	1.03	-1.2	9.2	12.5	2.2	5.3	-68.4
> Cn1c(=O)c(=O)n(C)c2cc(S(=O)(=O)N3CCC(Cc4ccccc4)CC3)ccc21
  -2.1	13.2	1.03	0.2	-5.1	-0.3	2.4	-2.2	2.1
> COc1cc(OC)cc(-c2nnc(SCC(=O)N3c4ccccc4Sc4ccccc43)o2)c1
  -3.9	1.7	1.09	1.7	1.8	1.3	-8.4	2.8	0.2
> Cc1ccc(C(=O)NCCn2cc(SCC(=O)Nc3nnc(C)s3)c3ccccc32)cc1
  6.3	-2.1	1.04	-8.8	3.0	-4.0	4.4	-16.9	0.6
> CCOCc1nc(N)[nH]c(=O)c1Cc1ccc(OC(C)C)cc1
  .	.	1.03	-6.0	-2.6	8.5	-0.9	.	-3.3
> Cc1cc(C(=O)CSc2nnnn2-c2ccc(Cl)cc2)c(C)n1CC1CCCO1 (stereo not given)
  7.2	3.6	1.02	-2.3	0.1	-0.4	23.4	3.6	-12.4
> CC(C)OC(=O)CC1=NC(=O)CS1
  .	.	1.03	-0.2	1.4	-24.4	-34.3	.	0.5

Next records.
Values run as follows: FXIa mix inh	AP ELISA ortho	A340 absorber	Hsp90 inh	JNK3 inh	Cdc25B block	MKP-1 inh	FXIIa inh mix	MMP13 inh
> CCCC(=O)NCCCCNC(=O)CCC
  -0.6	8.8	1.05	-2.5	-0.7	-4.7	5.8	2.3	4.3
> Cc1cccc2cc(C(c3nnnn3Cc3ccccc3)N3CCN(c4ccccc4)CC3)c(=O)[nH]c12 (stereo not given)
  25.1	8.3	1.02	-4.8	-0.2	7.7	13.0	5.2	0.8
> COc1cccc(C(c2nnnn2Cc2ccc(F)cc2)N2CCC(C(N)=O)CC2)c1OC (stereo not given)
  1.7	2.0	0.98	0.2	-4.9	-10.9	-8.7	9.4	0.4
> CCn1c2ccccc2c2cc(C3N=C(N)Nc4nc5ccccc5n43)ccc21 (stereo not given)
  3.6	5.0	1.01	-1.0	2.3	-4.1	-2.0	1.0	0.2
> COC(=O)c1ccc(Cn2cnc3c(sc4nc(N5CCOCC5)c5c(c43)CCCC5)c2=O)o1
  .	.	1.04	-2.7	-0.1	19.5	3.9	.	-19.1
> CCc1ccc(NC(=O)CS(=O)CC(=O)NCC2OCCc3ccccc32)cc1 (stereo not given)
  -3.0	8.3	1.03	-2.0	-5.4	-10.3	1.6	1.1	-1.4
> COCC(=O)Nc1nc2n(n1)C(c1ccccc1)CC(c1ccc(OC)cc1)N2 (stereo not given)
  3.1	2.4	1.05	-1.9	-7.5	1.3	-5.4	-19.3	-79.0[fluorescence artefact?]
